mHTT-CaM PPI inh: mHTT-calmodulin interaction abrogation; AID 1671202; inhibition, % at 15 µM; P42858; AlphaScreen His-mHTT/GST-CaM binding, luminescence; 3.6% of 190,000 active;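 also: 0% = both proteins with DMSO and 100% = one protein alone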
Pf apPOL block: Pf-apPOL DNA polymerase inhibition | Recombinant Pf-apPOL, molecular beacon fluorescence, 1.5 h | inhibition, % at 10 µM | 0.25% of 210,000 active | AID 1794808
Active calls of the source: *; i = inactive; / = no result given; & = joins results of further samples. Rule as the data show it: active = inhibition above about 50%; inactive = the rest.

SMILES	mHTT-CaM PPI inh	Pf apPOL block
O=[N+]([O-])c1ccccc1S(=O)(=O)Nc1ccccc1	3	2
Cc1oc2c(CN(C)C)c(O)ccc2c(=O)c1-c1ccccc1Cl	4	-7
CC(CCc1cc(C(C)(C)C)c(O)c(C(C)(C)C)c1)c1cc(C(C)(C)C)c(O)c(C(C)(C)C)c1 (stereo not drawn)	-6	/
CCCN1C(=O)C2Cc3c([nH]c4ccccc34)C(C)N2C1=O (stereo not drawn)	18	-2
Cc1cc(C)cc(C(=O)N2CCC3(CC2)NC(=O)N(Cc2ccc(Cl)cc2)C3=O)c1	4	2
Cc1noc(CNC(=O)c2cc(-c3ccccc3)nn2C)n1	-12	-6
Cn1c(=O)c2c(nc3n(Cc4ccco4)c(-c4ccc(Br)cc4)cn23)n(C)c1=O	15	-1
COc1cccc(C2c3c(oc4ccccc4c3=O)C(=O)N2CCCN(C)C)c1OC (stereo not drawn)	6	-7
O=S1(=O)CCC(Nc2ncnc3c2cnn3-c2ccc(Cl)c(Cl)c2)C1 (stereo not drawn)	-21	-2
O=C(CC1(O)C(=O)Nc2ccc(Br)cc21)c1cccnc1 (stereo not drawn)	-2	-4
Cc1cc(C2C(C#N)=C(N)N(c3ccccc3[N+](=O)[O-])C3=C2C(=O)CCC3)c(C)s1 (stereo not drawn)	35	6
Cc1ccc2ncnc(Oc3ncccc3N)c2c1	/	-2
O=C(O)C1CC(=O)N(Cc2ccc(C(F)(F)F)cc2)C1 (stereo not drawn)	/	-2
Cc1cc(-c2nc3ccccc3o2)c2ccccc2n1	-11	-4
CCn1ccc2oc(C)c(C(=O)N3CCC(Cc4ccccc4)CC3)c2c1=O	93*	1
Cc1ccc(NC(=O)Cn2c(C)cc(-c3nnc(C)o3)c2C)c(Cl)c1	32	3
Cc1[nH]c2ccccc2c1CCN1C(=O)CCC1=O	1	3
O=C1CSC(c2ccc(OC(F)F)cc2)N1c1cc(Cl)ccc1O (stereo not drawn)	9	-3
N/C(=N\OC(=O)c1ccc(Cl)cc1Cl)c1ccccn1	i	-1
COc1cc(C(=O)N2CCN(Cc3ccc(Cl)cc3)CC2)cc(OC)c1OC	1	-2

A few values from the entries so far:
Reading of Cc1cc(C)cc(C(=O)N2CCC3(CC2)NC(=O)N(Cc2ccc(Cl)cc2)C3=O)c1 in mHTT-CaM PPI inh: 4
Reading of Cc1[nH]c2ccccc2c1CCN1C(=O)CCC1=O in mHTT-CaM PPI inh: 1
Reading of O=C1CSC(c2ccc(OC(F)F)cc2)N1c1cc(Cl)ccc1O (stereo not drawn) in Pf apPOL block: -3
Reading of Cc1noc(CNC(=O)c2cc(-c3ccccc3)nn2C)n1 in mHTT-CaM PPI inh: -12
Reading of Cc1cc(-c2nc3ccccc3o2)c2ccccc2n1 in mHTT-CaM PPI inh: -11
Reading of CCCN1C(=O)C2Cc3c([nH]c4ccccc34)C(C)N2C1=O (stereo not drawn) in mHTT-CaM PPI inh: 18
Reading of O=[N+]([O-])c1ccccc1S(=O)(=O)Nc1ccccc1 in Pf apPOL block: 2

(more compounds)
SMILES	mHTT-CaM PPI inh	Pf apPOL block
C[C@@]12CCC=C[C@H]1[C@H](c1ccc(F)c(Br)c1)N(Cc1ccccc1)C2=O	100*	3
COc1ccc(OC)c(-n2cnc3cc(C(=O)NCCc4ccc(Cl)cc4)ccc32)c1	35	31
COC(=O)COc1ccc2c(c1)OC(=Cc1cc(OC)ccc1OC)C2=O	-4	-8
Cc1c(C)c(C)c(CNc2cc(C(F)(F)F)cc(C(F)(F)F)c2)c(C)c1C	/	-3
O=C(COc1ccc(Br)cc1)N1CCCCC1	-4	-2
Cn1ccnc1SCC(=O)Nc1ccc(Br)cc1C(F)(F)F	3	-7
COc1ccc(Cl)cc1NS(=O)(=O)c1cccc([N+](=O)[O-])c1	12	-5
O=C(Nc1cc(C(F)(F)F)ccc1Cl)c1ccc(=O)n(Cc2ccccc2F)c1	2	-1
Cc1ccc(C2=NNC3(CCCCC3)S2)cc1	-10	/
Cc1nonc1NC(=O)c1ccccc1[N+](=O)[O-]	-3	-6
COc1ccc(NC(=O)c2cc3cc(Br)ccc3oc2=O)c(OC)c1	-2	2
Nc1n[nH]c(S(=O)(=O)Cc2ccccc2)n1	-2	-9
O=C(CSc1ccc(-c2cccs2)nn1)NC1CCCCC1	-18	-2
COC(=O)C1CN(CCc2ccccc2)CCS(=O)(=O)N1Cc1ccc(C)cc1 (stereo not drawn)	23	-2
Cc1cc(C)c2c(=O)[nH]c(SCC(=O)Nc3ccc(N(C)C)cc3)nc2n1	12	3
COc1ccc(-c2nc3n(n2)C(=O)CC(c2cc(OC)c(OC)c(OC)c2)S3)cc1 (stereo not drawn)	18	-3
O=c1c2cn[nH]c2nc(SCc2cccnc2)n1-c1cccc(C(F)(F)F)c1	10	1
Cc1ccc(C(=O)Nc2nccc(-c3ccc4c(c3)OCCO4)n2)cc1	/	-4
CC(C)C(=O)NC(Cc1ccccc1)c1nnc(N2CCCCC2)o1 (stereo not drawn)	-5	0
CCC(=O)N1c2ccc(S(=O)(=O)Nc3ccc(OC(F)(F)F)cc3)cc2CC1C (stereo not drawn)	2	11
Cc1cccc(CNC(=O)c2nn(C)c3c2CN(C(=O)C2CCCCC2)CC3)c1	36	-4
CSc1ccccc1CN1CCC(CNC(=O)CN2C(=O)CCC2=O)CC1	-12	-4
Cc1cccc(NC(=O)N2CCc3c(c(COCc4ccccc4F)nn3C)C2)c1	18	0
C[C@@H](CN=[N+]=[N-])CN1CC[C@H](NC(=O)OCc2ccccc2)CCC1=O	2	0
O=C(Cn1nnc(-c2ccccc2)n1)Nc1ccccc1F	-4&-4	-3&-1
COc1ccccc1N1CCN(C(=O)C(C)N2CCCc3cc(C)ccc32)CC1 (stereo not drawn)	/	-9
Cc1ccc(S(=O)(=O)Nc2ccc(S(=O)(=O)Nc3ccc(Cl)cc3)cc2)cc1	22	-45
CCOc1ccc(NC(=O)CSc2nc3ccccc3[nH]2)cc1	-2	-5
CC1CCC(NC(=O)CNc2ccccc2-c2nc3ccccc3[nH]c2=O)CC1 (stereo not drawn)	-13	-8
CCN(Cc1ccccc1)C(=O)c1ccccc1C	-11	-2
CCOc1ccccc1Oc1c(C)oc2c(CN(CC)CC)c(O)ccc2c1=O	4	-8
CCCNC(=O)C1COC2(CCCCC2)N1C(=O)C1CC1 (stereo not drawn)	-1	-3
CNc1nc2ccccc2n1CC(=O)c1ccccc1	-4	3
CCN1c2ccccc2C(=O)NC12CCN(C(=O)NCc1ccccc1)CC2	2	-4
COc1ccc(NC(=O)c2c(NC(=O)CN3CCCC3)sc3c2CCC3)c(OC)c1	-2	-7
Cc1cc(NC(=O)Cc2ccccc2)ccc1O	-2	0
CC1CCc2nn(CC(=O)Nc3cc(F)ccc3F)c(=O)cc2C1 (stereo not drawn)	-3	-12
CC(=O)NC(C)(C)c1cnnn1-c1nonc1N (tested in a mixture with another compound)	0	/
Cc1cc(C)c(CNC(=O)c2cn3ccccc3n2)c(C)c1	1	0
CCc1ccc(C2Nc3ccc4ncccc4c3C3=C2C(=O)CCC3)cc1 (stereo not drawn)	37	-3
CC1CCCN(Cc2c(O)ccc3c2OC(=Cc2ccc4c(c2)OCO4)C3=O)C1 (stereo not drawn)	20	-6
CCOC(=O)C(C#N)=CNc1ccc(Oc2cncc(Cl)c2)nc1	/	-10
COc1ccccc1N1CCN(C(=O)C2CC(c3ccc(F)cc3)=NO2)CC1 (stereo not drawn)	-7	-2
O=C(Cn1ccc(C(F)(F)F)n1)c1ccc(Cl)cc1	/	-13
CC(CO)(CO)NC(=O)C(=O)Nc1ccccc1	-1	0
Cc1cccc(C)c1NC(=O)c1c(NC(=O)c2ccco2)sc2c1CCC(C)C2 (stereo not drawn)	3	0
COC[C@@H]1CCCN1c1cccc2c1S(=O)(=O)N1CC[C@H](C1)O2	-5	-1
CN(N)c1nc(-c2ccccc2)cc(-c2ccccc2)n1	32	2
O=C(C1CC1)N1CCc2nc(N3CCCCC3)nc(Oc3ccccc3)c2C1	16	-4
CCCC(=O)N1CCC2(CC1)NC(=O)c1c(C)cccc1N2	-2	-3
N#CC(=Cc1ccco1)C(=O)C1CC1	/	-3
O=C(c1ccccc1)c1ccc(OCCCCN2CCOCC2)cc1	3	-1
FC(F)(Cl)Oc1ccc(Nc2nc(-n3ccnc3)nc(-n3ccnc3)n2)cc1	1	-5
COCCNC(=O)N1CCC2(C1)C(=O)Nc1ccccc12 (stereo not drawn)	-2	-3
CCCc1cc2c(=O)c(-c3ccc4c(c3)OCCCO4)coc2cc1OC(C)=O	2	-4
COc1ccccc1CC(=O)N1CCCC2(C1)Nc1cccnc1NC2=NC1CCCC1 (stereo not drawn)	17	-3
CCc1nncn1C1CCN(S(=O)(=O)c2ccc(C#N)cc2)C1 (stereo not drawn)	0	-6
N#Cc1c(N2CCCCC2)ncc2c(=O)c3ccccc3[nH]c12	4	0
O=C(c1cc(=O)c2ccccc2o1)N1CCc2ccccc21	-4	0
O=C(CCC1CCCN(c2cc(NC3CC3)ncn2)C1)NCc1cc(F)cc(F)c1 (stereo not drawn)	13	-3

Reprinted at random: 5 entries already listed, in no set order.
SMILES	mHTT-CaM PPI inh	Pf apPOL block
CN(N)c1nc(-c2ccccc2)cc(-c2ccccc2)n1	32	2
N#CC(=Cc1ccco1)C(=O)C1CC1	/	-3
CCOC(=O)C(C#N)=CNc1ccc(Oc2cncc(Cl)c2)nc1	/	-10
N#Cc1c(N2CCCCC2)ncc2c(=O)c3ccccc3[nH]c12	4	0
O=C(c1cc(=O)c2ccccc2o1)N1CCc2ccccc21	-4	0

Next section.
SMILES	mHTT-CaM PPI inh	Pf apPOL block
COCc1nc2c([nH]1)c(=O)n(C)c(=O)n2CC(C)C	/	19
CCOc1ccccc1NC(=O)c1ccc(F)c(S(=O)(=O)N(CC)CC)c1	-7	-3
COc1ccc(NS(=O)(=O)c2ccc3c(c2)CCN3C(=O)C2CCC2)cc1	-2	-4
Fc1cccc(CN2CCc3nc(N4CCN(c5ccccn5)CC4)ncc3C2)c1	25	-4
O=S(=O)(c1cccc(Cl)c1Cl)N1CCCCC1	-24	-2
CCOc1ccc(OCC)c(N=c2oc3c(C)ncc(CO)c3cc2C(N)=O)c1	3	-4
Cc1ccc(NC(=O)c2ccc3c(c2)n(C)c(=O)c2ccnn23)cc1F	-1	-7
CCn1cnc2c1c(=O)n(CCC(C)C)c(=O)n2-c1ccc(F)cc1	5	1
CCC1C(=O)C(CC)C(c2ccccc2)NC1c1ccccc1 (stereo not drawn)	-57	3
CCOc1ccc(NC(=O)CSc2nc(O)c(CC)c(=O)n2-c2ccc(F)cc2)cc1	2	-1
CC1(C)CC(=O)c2cnc3cc(-c4ccccc4)nn3c2C1	-3	0
Cc1cc(N2CCC(C(=O)NCC(C)C)C2=O)ccc1F (stereo not drawn)	-4	-2
O=[N+]([O-])c1ccccc1CNC1C2CC3CC(C2)CC1C3 (stereo not drawn)	4	-4
CCOC(=O)c1c(C)n(-c2ccccc2)c2ccc(OC)cc12	/	-3&-6
CC(NC(=O)C12CC3CC(CC(C3)C1)C2)C(=O)NNC(=O)c1ccncc1 (stereo not drawn)	1	-5
Cc1ccc(-n2nc3c(c2NC(=O)c2ccccc2Br)CS(=O)C3)cc1 (stereo not drawn)	-2	-2
Cn1nc(C(F)(F)F)c2cc(C(=O)Nc3ccc(F)c(Cl)c3)sc21	/	-6&-3
O=C(Nc1ccccc1C(=O)NCCN1CCOCC1)c1ccc(F)cc1	1	9
O=C(Nc1cccc(F)c1)N1CCN(c2ccccc2F)CC1	-5	-1
O=[N+]([O-])c1cccnc1Sc1ccccc1C1=NCCCN1	/	-1

In the list so far, 2 contain two or more sulfur atoms:
SMILES	mHTT-CaM PPI inh	Pf apPOL block
O=C(CSc1ccc(-c2cccs2)nn1)NC1CCCCC1	-18	-2
Cc1ccc(S(=O)(=O)Nc2ccc(S(=O)(=O)Nc3ccc(Cl)cc3)cc2)cc1	22	-45

Other compounds
SMILES	mHTT-CaM PPI inh	Pf apPOL block
Cc1cn2c(CCC(=O)N3CCN(CCc4ccccc4)CC3)csc2n1	6	-4
O=S1(=O)CC(N2CCN(CCO)CC2)CN1Cc1cn(Cc2ccc(C(F)(F)F)cc2)nn1 (stereo not drawn)	-6	0
CCCNC(=O)c1nn2c(C(F)(F)F)cc(-c3ccccc3)nc2c1Cl	-6	-4
Cn1ccc2c(-c3ccc(C(=O)O)cc3)cc3c(c21)C1CCC3C1 (stereo not drawn)	4	0
Cc1cc(C)c(CNC(=O)c2ccc3c(c2)CC(=O)N3C)c(C)c1	13	1
O=C(NCc1ccc2c(c1)OCO2)C1c2ccccc2Oc2ccccc21	-1	-2
O=C(c1ccc(C(F)(F)F)cc1)N1CCN(c2nc(CN3CCOCC3)cs2)CC1	4	-4
COc1ccc(C2=COC3(CCCN(C(=O)c4ccccc4)C3)C2)cc1 (stereo not drawn)	65*	-4
O=C1CN(C(=O)CN2CCOCC2)c2ccccc2N1	-6	1
Nc1nc(N)nc(CCCn2c(-c3nonc3N)nc3ccccc32)n1	2	-13
CC(C)c1ccccc1NC(=O)CSc1ccccc1	-14	-2
COc1cc([N+](=O)[O-])ccc1NC(=O)CCCOc1ccc(Cl)cc1	2	-11
Cc1occc1-c1nnc(SCC(=O)NCc2ccccc2)n1-c1ccccc1	-6	-6
CC(C)C(=O)Nc1c2c(nn1C(C)(C)C)CS(=O)(=O)C2	2	-10
Brc1cccc(OCCCN2CCOCC2)c1	0	-11
COCCNC(=O)C1CCN(c2nc3ccc(-c4ccc(F)cc4)nc3s2)CC1	2	-2
CCOc1ccc2nc(SCC(=O)c3ccc([N+](=O)[O-])cc3)sc2c1	10	12
O=C1C=CC(=O)N1c1ccc(Oc2cccc(Oc3ccc(N4C(=O)C=CC4=O)cc3)c2)cc1	91*	-6
CSc1nsc(SC)c1C(=O)NCCCn1nc(C(F)(F)F)c(Cl)c1C	-2	/
Cn1nc(-c2ccc(N3CCOCC3)c(NS(C)(=O)=O)c2)c2ccccc2c1=O	-2	3
Fc1ccccc1C1C=C(c2ccc(I)cc2)Nc2ncnn21 (stereo not drawn)	-4	6
COc1ccc(C(=O)N2CC3CC2CC3NC(=O)c2ccccc2)cc1OC (stereo not drawn)	2	-1
COc1ccc(N2CCN(c3ncc4c(n3)CCN(Cc3ccccc3Cl)C4)CC2)cc1	40	4

Screens: PubChem, University of Kansas High Throughput Screening Laboratory
